aSyn tox rescue: rescues yeast growth from alpha-synuclein toxicity. S. cerevisiae alpha-synuclein toxicity rescue, BacTiter-Glo growth, 24 h. Potency, µM (highest dose often 46.1 µM), inactives show at the top dose growth rescue (activation), hits mostly activators. 0.02% of 94,000 active; active = well fitted activation curve with a large enough effect; inconclusive = small, poorly fitted or top-dose-only effect; also: 0% is about no effect
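Growth restoration measured by BacTiter-Glo luminescence after 24 hr at 30 deg C; alpha-synuclein yeast, raffinose-pregrown to mid-log, were added at OD600=0.02 in galactose medium onto pinned compounds.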
An asterisk follows results filed as active; ? = inconclusive; [ ] = dose if it differs, or a comment. Potency is read from the fitted curve at half-maximal effect. This is a subset (hit frequency here may not be typical).

compound	aSyn tox rescue
COc1cccc(N=C2SC(C(=O)Nc3cccc(Cl)c3)CC(=O)N2C)c1 (stereo not given)	-3%
O=C(/C=C/c1ccc2c(c1)OCCO2)c1ccc(O)cc1	-13%
CCOC(=O)c1ccc(NC(=O)CCn2c(=O)c3cccn3c3cccnc32)cc1	-6%
Cc1ccc(Cl)cc1N(C)C(=O)c1cc2ccc3cccnc3c2[nH]1	?
Cc1cccc(C)c1-n1ncc(C(=O)NCCCN2CCC(C)CC2)c1C1CCN(C(=O)OC(C)(C)C)CC1	8%
CC1CCN(C(=O)CSCC(=O)O)CC1	-1%
CC1CCN(S(=O)(=O)c2cc3c4c(c2)CCN4C(=O)CC3)CC1	-5%
CC(=O)c1ccc(Cc2ccc(C(C)=O)s2)s1	2%
Cc1ccc(C)c(-c2csc(NC(=O)C3=COCCO3)n2)c1	-7%
COc1ccc(S(=O)(=O)Oc2ccc3cccc(N)c3c2)cc1	11%

compound	aSyn tox rescue
O=C(CCc1ccccc1)NNc1ccc(F)cc1	5%
O=C(NCCN1CCCCC1)c1ccc(Cn2c(SCc3cccc(F)c3)nc3cccnc32)cc1	4%
CS(=O)(=O)N1N=C(c2ccco2)CC1c1cccc([N+](=O)[O-])c1 (stereo not given)	1%
CCC(=O)N1c2ccccc2CC1C(=O)NCc1ccc(OC(C)C)cc1 (stereo not given)	-3%
CC1(c2ccc3ccccc3c2)NC(=O)N(CC(=O)N2CCC(C(N)=O)CC2)C1=O (stereo not given)	-9%
Cn1c(=O)n(CCc2ccccc2)c(=O)c2c1nc1n2CCN1c1ccc(Cl)cc1	3%
Cc1cccn2c(=O)cc(COc3cccc(NC(=O)COc4ccc(F)cc4)c3)nc12	-3%
Cc1nc(SCC(=O)NC2CCS(=O)(=O)C2)c2c3c(sc2n1)CCCC3 (stereo not given)	-4%
Cc1ccc(-c2nn(-c3ccc(F)cc3)c3c2cnc2cc(F)c(F)cc23)cc1	2%
CC(C)c1cnc2c(c1SCc1cccc(C(F)(F)F)c1)c(=O)n(C)c(=O)n2C	0%

compound	aSyn tox rescue
O=C(NCc1ccco1)c1cc([N+](=O)[O-])ccc1N1CCOCC1	10%
O=C(NCCN1CCOCC1)c1cc(-c2ccc(Cl)s2)nc2ccccc12	-2%
CC(C)c1ccc(OCC(=O)NCCS(=O)(=O)N2CCN(c3ccc(F)cc3)CC2)cc1	9%
O=C(CN(CC1CCCO1)C(=O)CNS(=O)(=O)c1ccccc1)NCCc1ccccc1 (stereo not given)	6%
COc1ccc2oc(=O)c(-c3cn4c(n3)sc3cc(OC)ccc34)cc2c1	-4%
C=CCn1c(SCC(=O)N2CCC(C)CC2)nc2c([nH]c3ccccc32)c1=O	8%
O=C1CSC(=S)N1N=Cc1c[nH]c2ccc(Br)cc12	14%
Cc1ccc(NC(=O)c2oc3ccc(S(=O)(=O)N4CCC5(CC4)OCCO5)cc3c2C)cc1Cl	2%
COc1ccc(OC)c(-c2cc(C(=O)Nc3cnn(Cc4ccc(Cl)cc4Cl)c3)no2)c1	9%
COc1ccc(C2C=C(c3ccccc3)Nc3nc(NC(C)=O)nn32)cc1 (stereo not given)	-6%

compound	aSyn tox rescue
O=C1N(Cc2cccc(C(F)(F)F)c2)c2ccccc2S(=O)(=O)N1c1cccc(Cl)c1	3%
Cc1ccc2oc(=O)n(CCNC(=O)Nc3ccccc3C)c2c1	-11%
CC1CCCCN1CC(=O)Nc1cc(S(=O)(=O)N2CCOCC2)ccc1N1CCCC1 (stereo not given)	10%
Cc1cccc(-c2nc3cc([N+](=O)[O-])ccc3o2)c1	-4%
Cc1c(-c2ccccc2Cl)nc2ccccc2c1C(=O)O	4%
Cn1cc([N+](=O)[O-])c(C(=O)NCc2ccco2)n1	-1%
O=c1c([N+](=O)[O-])cccn1Cc1cccc(Br)c1	2%
Cc1ccc(CSC2=Nc3ccccc3C3=NC(CCC(=O)NC4CCCCC4)C(=O)N23)cc1 (stereo not given)	11%
CCCCc1ccc(NC(=O)N[C@@H](C)C(=O)O)cc1	4%
COC(=O)c1ccc(Nc2ncnc3c2nc2n3CCCC2)cc1	-7%

Compounds listed so far with an aryl methoxy group, in the order listed:
compound	aSyn tox rescue
COc1cccc(N=C2SC(C(=O)Nc3cccc(Cl)c3)CC(=O)N2C)c1 (stereo not given)	-3%
COc1ccc(S(=O)(=O)Oc2ccc3cccc(N)c3c2)cc1	11%
COc1ccc2oc(=O)c(-c3cn4c(n3)sc3cc(OC)ccc34)cc2c1	-4%
COc1ccc(OC)c(-c2cc(C(=O)Nc3cnn(Cc4ccc(Cl)cc4Cl)c3)no2)c1	9%
COc1ccc(C2C=C(c3ccccc3)Nc3nc(NC(C)=O)nn32)cc1 (stereo not given)	-6%

Five compounds out of the list, sorted by formula weight, lowest first.
compound	aSyn tox rescue
Cn1cc([N+](=O)[O-])c(C(=O)NCc2ccco2)n1	-1%
Cc1ccc(C)c(-c2csc(NC(=O)C3=COCCO3)n2)c1	-7%
COC(=O)c1ccc(Nc2ncnc3c2nc2n3CCCC2)cc1	-7%
O=C1N(Cc2cccc(C(F)(F)F)c2)c2ccccc2S(=O)(=O)N1c1cccc(Cl)c1	3%
Cc1ccc(CSC2=Nc3ccccc3C3=NC(CCC(=O)NC4CCCCC4)C(=O)N23)cc1 (stereo not given)	11%

Remaining list, next part:
compound	aSyn tox rescue
CCC1CCCCN1S(=O)(=O)c1ccc(C(=O)Nc2sc3c(c2C(=O)NC)CCC3)cc1 (stereo not given)	-3%
Cn1c(-c2cccc(Br)c2)cnc1NCc1cccc(F)c1	0%
COc1ccccc1NC(=O)Cn1c(=O)n(Cc2ccccc2)c(=O)c2c1c1cc(C)ccc1n2C	1%
C#CCN(C[C@@H]1[C@@H](OC(=O)NC2CC2)[C@@H](OC(=O)NC2CC2)Cn2c(=O)ccc(=O)n21)S(=O)(=O)c1ccc(C)cc1	7%
CCOC(=O)c1cc(-c2ccccc2)n(CCCC(=O)Nc2cc(C)ccc2OC)c1C	5%
CCOc1ccccc1N1CN(C2CCCCC2)CNC1=S	9%
CCOC(=O)N1CCc2c(sc3c2c(=O)n(-c2ccc(Cl)cc2)c(=O)n3CC(=O)c2ccc(F)cc2)C1	5%
COc1ccc(S(=O)(=O)N2CCN(CC(=O)NC(C)c3cccs3)CC2)cc1 (stereo not given)	-7%
Cc1cccc(Cn2c(=O)n(CCC(=O)NCc3ccc4c(c3)OCO4)c(=O)c3sccc32)c1	1%
CCC(C)N(CCNC(=O)c1ccc(NC2=NC3CS(=O)(=O)CC3S2)cc1)Cc1ccco1 (stereo not given)	4%

compound	aSyn tox rescue
COc1ccccc1CNC(=O)Cc1csc(NC(=O)Nc2ccccc2OC)n1	8%
Clc1ccc2nc(-c3ccccc3)c(Cc3ccccc3)n2c1	8%
CCOc1ccccc1NC(=O)CN1C(=O)COc2ccc(S(=O)(=O)NC3CCCC3)cc21	-9%
CSC[C@H]1CN(c2ccccc2)C(=O)[C@@H]1CC(=O)Nc1ccccc1	4%
CCOC(=O)c1cccc(NC(=O)c2cc3ccccn3n2)c1	-15%
O=C(NCc1ccco1)/C(=C/c1ccccc1)NC(=O)c1ccco1	2%
COc1ccc(-n2nc(C(=O)NCC(=O)NCCCN3CCOCC3)c3ccccc3c2=O)cc1	-1%
O=C1c2ccc([N+](=O)[O-])cc2NC(c2ccco2)N1/N=C/c1ccco1 (stereo not given)	0%
CCCCOc1ccc(C(=O)N(Cc2ccc(N(C)C)cc2)Cc2ccco2)cc1	-26%
O=C(CCn1c(=O)oc2ccccc21)Nc1ccc(N2CCOCC2)cc1	2%

compound	aSyn tox rescue
O=C(OCc1ccc([N+](=O)[O-])cc1)c1cc([N+](=O)[O-])ccc1N1CCOCC1	17%
O=C(O)c1cccnc1Sc1ncnc2sc3c(c12)CCC3	-9%
CC(C)COC(=O)/C(C#N)=C\c1ccc(-c2ccccc2Cl)o1	-4%
COc1ccccc1CNC(=O)COC(=O)c1ncc(Cl)c(Cl)c1Cl	2%
COc1ccc(NC(=O)Cn2c(=O)oc3ccccc32)cc1	6%
Cc1ccc(Sc2c(C)nn(C(=O)COc3ccccc3)c2C)cc1	2%
CCc1nnc(NC(=O)c2cccc(S(=O)(=O)N3CCN(C)CC3)c2)s1	-7%
Cc1ccc(NC(=O)CCS(=O)(=O)c2cc(Br)cc3c2N(C(=O)C2CC2)CC3)cc1	-8%
COc1ccccc1Nc1c2c(nc3ccc(NC(=O)c4ccc(N(C)C)cc4)cc13)CCCC2	-37%[inhibitor]
COc1ccccc1N1CCN(c2ncnc3c2cnn3-c2ccc(C)cc2)CC1	2%

compound	aSyn tox rescue
Cc1ccc(C)c(S(=O)(=O)c2nnn3c2nc(NC(C)C)c2sccc23)c1	6%
Cc1oc(-c2ccc(Cl)cc2)cc1C(=O)O	-8%
Cc1ccc(OCCCCCN2CCOCC2)c(Cl)c1	10%
COc1cc(OC)c(OC)cc1CNC(=O)c1ccc(COc2ccccc2)cc1	4%
O=C(NCC1(N2CCCCC2)CCCCC1)c1ccc(S(=O)(=O)N2CCCC2)cc1	-3%
Cc1ccc(C(=O)CC2(O)C(=O)N(Cc3ccccc3)c3ccccc32)c(C)c1 (stereo not given)	?
CCc1ccc(NC(=O)Cc2csc(COc3cccc(C)c3)n2)cc1	0%
COc1ccc(CC(=O)NCC(c2cccs2)S(=O)(=O)c2ccc(F)c(C)c2)cc1 (stereo not given)	-4%
Cc1noc2ncnc(N3CCCC(C(=O)NC(C)C)C3)c12 (stereo not given)	0%
COc1ccc(OC)c(NC(=O)CC(NC(C)=O)c2ccccc2)c1 (stereo not given)	-4%

compound	aSyn tox rescue
COc1cc(C)c2sc3ccccc3c(=O)c2c1NCCN(C)C	-22%
Cc1ccccc1NC(=O)c1sc(Cl)nc1C	-3%
CN(CCOc1ccccc1)CC(O)COCc1ccccc1F (stereo not given)	-9%
COC(=O)c1cc(-c2ccc(OC)cc2)nc2nc(SC)[nH]c(=O)c12	-10%
CCOC(=O)N1CCC(NC(=O)C2CCCN(S(=O)(=O)c3cccnc3)C2)CC1 (stereo not given)	-5%
CCN(CC)S(=O)(=O)c1ccc2nc(NC(=O)c3cccnc3)sc2c1	-6%
CC(OC(=O)c1cccs1)C(=O)NCCc1ccccc1 (stereo not given)	4%
CC1CN(C(=O)CCC(=O)NCCCc2ccccc2)c2ccccc2O1 (stereo not given)	5%
Cc1ccccc1C(=O)N(Cc1ccc(N(C)C)cc1)Cc1ccco1	13%
Cc1ccc(C)c(NC(=O)c2cnc3sc(N4CCOCC4)nn3c2=O)c1	-3%

compound	aSyn tox rescue
O=C(CSc1cn(CCNC(=O)c2cccs2)c2ccccc12)NCC1CCCO1 (stereo not given)	2%
O=C(OCC(=O)N1CCCC1)c1cc(Cl)ccc1Cl	5%
CC1=C(c2ccc(Cl)cc2)S(=O)(=O)NC1=NCCCN1CCN(c2cc(C)ccc2C)CC1	-24%
COc1cccc2sc(N(Cc3cccnc3)C(=O)c3ccco3)nc12	-6%
Nc1nnn(CC(=O)N/N=C/C=C/c2ccccc2)n1	8%
COc1ccccc1C(=O)C1CCCN(Cc2ccc3c(c2)OCCO3)C1 (stereo not given)	9%
O=C(CSc1nc(Nc2ccc(F)c(F)c2)c2ccccc2n1)c1ccc(Cl)cc1	2%
O=C(NC1CCCCC1)c1ccc(S(=O)(=O)c2ccccc2)cc1	6%
CCN(CC)S(=O)(=O)c1ccc2c(c1)c(=O)c(C(=O)N1CCN(c3cccc(Cl)c3)CC1)cn2C	3%
CCOc1ccc(-c2cc(C(=O)N3CCN(c4cccc(C(F)(F)F)c4)CC3)c3ccccc3n2)cc1	2%

compound	aSyn tox rescue
CC(=O)CSc1nnc(-c2ccc(S(=O)(=O)N3CCCC3)cc2)n1C	-46%[inhibitor]
Cc1ccc(-c2ccc(C3=CC(=O)CC(C)(C)C3=O)cc2)cc1	6%
COCCCn1c(SCC(=O)NCc2ccccc2)nc2c(sc3ccccc32)c1=O	-9%
COc1cc(-c2cc(C(=O)Nc3ccccc3N3CCOCC3)c3ccccc3n2)cc(OC)c1OC	-6%
C/C(=N\Nc1ccc([N+](=O)[O-])cc1[N+](=O)[O-])c1cccnc1	-10%
FC(F)(F)c1nc(-c2ccccc2)ncc1-c1nnnn1-c1ccccc1	6%
COc1ccc(/C=C\C(=O)NCc2ccc3c(c2)cc(C)n3C)cc1OC	9%
COCCCNC(=O)c1nn(C)c2c1CS(=O)(=O)c1ccccc1-2	2%
COc1cccc(-c2n[nH]nc2C2=CC(=O)CC(C)(C)C2)c1	4%
CC(C)NC(=O)C1CCN(Cc2cccc(OCc3ccccc3)c2)CC1	1%

compound	aSyn tox rescue
Cn1c(-c2ccc(S(=O)(=O)N3CCCC3)cc2)csc1=Nc1ccc(Cl)c(Cl)c1	3%
COc1ccc(-n2nc3c(N4CCC(C(=O)NCc5cccc(F)c5)CC4)nnc(C)c3c2C)cc1	4%
Cc1ccc(CNC(=O)c2sc3nc[nH]c(=O)c3c2C)cc1	-2%
COc1ccc(C2/C(=C(/O)c3ccc(C)cc3)C(=O)C(=O)N2c2ccccn2)cc1OC (stereo not given)	-2%
O=C(Cc1ccc(Cl)cc1)NCCc1c[nH]c2ccccc12	24%
Cc1cc(-c2nc3cccnc3s2)ccc1NS(=O)(=O)c1ccc2c(c1)OCCO2	3%
O=C1c2ccccc2C(Nc2ccc(S(=O)(=O)N3CCOCC3)cc2)N1c1cccnc1 (stereo not given)	13%
COc1ccc(-c2nc(C)c(CCNC(=O)C(=O)Nc3ccccc3F)s2)cc1	5%
c1nnc(-c2ccc3c(c2)OCO3)o1	-15%
Cc1ccc(CCNC(=O)c2cn(C)c3ccc(S(=O)(=O)N4CCC(C)CC4)cc3c2=O)cc1	-3%

Assay outcomes (PubChem BioAssay)
